Source: PubChem BioAssay (National Center for Advancing Translational Sciences (NCATS))
UDG counterscr: counter-screen for AID inhibitors: uracil-DNA glycosylase inhibition | Potency, µM (titrated, usually from 115 µM), for inactives: at the top dose activity change, negative = inhibition, most hits filed as inhibitors | FRET deamination/UDG coupled assay, UDG read, 4 h | hit rate 0.14% among 91,000; further: nearly all actives have a fitted effect of over 65% in size
AID inhibitor: blocks human AID cytidine deaminase activity. Q9GZX7. AID deamination FRET fluorescence, UDG-coupled, 4 h. hit rate 0.32% among 91,000. AID 1347428. Potency, µM (top dose mostly 115 µM), without a hit: at the highest dose activity change, negative = inhibition, usual class: inhibitors; further: nearly all actives have a fitted effect of over 25% in size
Target sequence (Q9GZX7 whole entry, looked up): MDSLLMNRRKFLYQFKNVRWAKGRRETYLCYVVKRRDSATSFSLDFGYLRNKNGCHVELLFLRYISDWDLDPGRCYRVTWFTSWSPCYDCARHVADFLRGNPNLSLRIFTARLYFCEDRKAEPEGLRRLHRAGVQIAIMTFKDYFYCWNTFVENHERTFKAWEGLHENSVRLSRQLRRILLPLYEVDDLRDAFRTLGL
* marks the source's active call; other numbers are inactive results; ? = inconclusive; & = joins results of further samples; [ ] = remark or other dose. The call rests on the fitted dose curve; in most records, active means well fitted curve in the direction sought with a large enough effect; inconclusive means small, poorly fitted or top-dose-only effect, or another doubt; inactive means no such curve, though single readings can be large; an effect the other way counts as inactive or inconclusive. On the % scale 0 is the no-effect control and ±100 the full control effect; potency means the concentration at half of the fitted maximal effect. This is a subset (hit frequency here may not be typical).

SMILES	UDG counterscr	AID inhibitor
Cc1ccc(-c2cc(C(=O)NCCN(C)C)c3ccccc3n2)cc1C	5%	2%
COc1ccc(CN2CC3=C(C2=O)C(c2cc(OC)c(OC)c(OC)c2)NC(=O)N3)cc1 (centres undefined)	2%	1%
CCCCc1nn2c(=O)cc(COC(=O)c3ccccc3NC(=O)c3cccs3)nc2s1	-21%	8%
CCC(C)NC(=O)Cn1c(=O)n(C)c(=O)c2sc(N3CCCC3)nc21 (centres undefined)	-4%	4%
COc1ccc(Cl)cc1NC(=O)CSc1nc2c(c(=O)n1CCc1ccccc1)SCC2	0%	-5%
O=C(CCC(=O)c1ccc2c(c1)CCC2)NC1CCCc2ccccc21 (centres undefined)	0%	0%
O=C(Nc1cccc(C(F)(F)F)c1)c1ccc(C2Nc3ccccc3S(=O)(=O)N2)cc1 (centres undefined)	1%	-2%
Nc1nn(-c2ccccc2)nc1C(=O)OCc1c(F)cccc1Cl	-1%	-1%
COc1ccc(CNC(C)C)c2ccccc12	-16%	-6%
Cc1ccccc1C(=O)Nc1ccccc1-c1nc(-c2ccccc2)no1	-3%	2%
CCOc1cc(C#N)c(NC(=O)c2ccc(OC)c(S(=O)(=O)N3CCCC3)c2)cc1OCC	22%	-11%
CN(C)CC(=O)Nc1sc2c(c1C#N)CCCCC2	-9%	-6%
Cc1ccc(CNC(=O)c2ccc3c(c2)N(Cc2cccc(C)c2)C(=O)CS3)cc1	2%	6%
O=C(Cn1cc(SCc2ccc(F)cc2)c2ccccc21)N1CCCCC1	-6%	-7%
N#CC1(NC(=O)CSc2ncc(-c3ccc(F)cc3)o2)CCCCC1	2%	-3%
CC(C)(C)c1ccc(C(=O)N/C(=C\c2ccc(Cl)cc2)C(=O)O)cc1	-9%	-8%
Cc1ccc(C(=O)Nc2c(NC3CCCC3)c3ccccc3oc2=O)cc1	4%	6%
O=C(Cn1ccn(-c2ccc(F)c(F)c2)c(=O)c1=O)NCCc1ccccc1	-6%	5%&4%
O=S1(=O)C=CC(N(Cc2ccccc2)Cc2ccccc2F)C1 (centres undefined)	-11%	-15%
CCOc1ccc(NC(=O)Cn2cc(C(=O)c3ccc(CC)cc3)c(=O)c3cc(OC)c(OC)cc32)cc1	-13%	-4%

Entries of single compounds from above. Order of values: UDG counterscr, AID inhibitor
Results for O=S1(=O)C=CC(N(Cc2ccccc2)Cc2ccccc2F)C1 (centres undefined) = -11%, -15%
Results for CN(C)CC(=O)Nc1sc2c(c1C#N)CCCCC2 = -9%, -6%
Results for COc1ccc(Cl)cc1NC(=O)CSc1nc2c(c(=O)n1CCc1ccccc1)SCC2 = 0%, -5%

Carrying on:
SMILES	UDG counterscr	AID inhibitor
Oc1c(Cl)cccc1C=Nc1cc(C(F)(F)F)ccc1Oc1ccccc1Cc1ccccc1	-7%	-22%
CC(C)C(=O)Nc1ccc(Br)cc1Br	-4%	1%
CCn1nc(C(=O)N2CCc3ccccc3C2)c2ccccc2c1=O	-2%	6%
Cc1cccc(N2CCN(S(=O)(=O)c3cc(Br)cc4c3N(C(=O)C3CC3)CC4)CC2C)c1 (centres undefined)	-17%	-4%
Cc1cc2ccccn2c1/C(=N/S(=O)(=O)c1cccs1)c1ccccc1	-2%	-23%
CCC(CC)NC(=O)/C=C/c1ccc(OC)cc1	-7%	-4%
Cn1nc(C(=O)N2CCN(c3ccc(Cl)cc3)CC2)c2c1-c1ccccc1S(=O)(=O)C2	-2%	?
O=S(=O)(c1ccccc1)c1nc(-c2ccccc2F)oc1N1CCOCC1	4%	-17%
O=C(NCc1ccccc1Cl)C1CCCN(C(=O)c2cnn(-c3ccccc3)c2-n2cccc2)C1 (centres undefined)	5%	-2%
Cc1ccc(Cl)cc1N1CCN(S(=O)(=O)c2ccc3c(c2)CC(=O)N3C)CC1	?	109%[activator][57.5 µM]
COc1cc(C(=O)N(Cc2ccc(N(C)C)cc2)CC2CCCO2)cc(OC)c1OC (centres undefined)	-9%	-20%
COc1cc(-c2noc(-c3ccc(N4CCCCC4)c([N+](=O)[O-])c3)n2)cc(OC)c1OC	2%	2%
CCN(Cc1ccc(C(N)=O)cc1)Cc1cccs1	8%	3%
CN(C)c1ccc2ncccc2c1	-3%	43%[activator]
Cc1ccc(S(=O)(=O)Nc2cc([N+](=O)[O-])c([N+](=O)[O-])cc2NS(=O)(=O)c2ccc(C)cc2)cc1	10%	-22%
Cc1ccccc1CN1CCc2nc(N3CCN(c4ncccn4)CC3)ncc2C1	-10%	19%
Cc1cccc(N2CCN(C(=O)C3CCN(Cc4nc(-c5ccc(Cl)cc5)oc4C)CC3)CC2)c1C	1%[57.5 µM]	17%
O=C(Nc1ccc(Cl)cc1)C1CCN(c2nc3ccccc3n3cccc23)CC1	3%[57.5 µM]	?
CN1CCN(C(=O)Cn2c(-c3ccccc3)cc3ccccc32)CC1	5%	-9%
COc1ccc(Nc2nc(-c3ccc(F)cc3F)cs2)cc1	-17%	-7%
CC(C)NC(=O)COC(=O)c1cc(=O)c2ccccc2o1	5%	0%
N#CCCn1c(SCC(=O)Nc2ccc(C(N)=O)cc2)nc2ccccc21	3%	15%
CCC1CN(C(=O)N2CCC(C(=O)NCCC3=CCCCC3)CC2)c2cc(C)ccc2O1 (centres undefined)	-2%[57.5 µM]	?
CSc1ccc(CNC(=O)CN2C(=O)C3CCCCN3c3ccc(C(=O)N4CCCC4)cc32)cc1 (centres undefined)	5%	-11%
CC(=O)Nc1ccccc1OCc1cc(=O)n2c(C)csc2n1	3%	17%
Cc1ccc(C)c(Nc2nc(-c3ccc(-c4ccccc4)cc3)cs2)c1	3%	-4%
CSc1ccc(NC(=O)C2CCCCC2)cc1	-9%	-1%
COc1cc(NC(=O)c2noc3c2CC(C)CC3)c(OC)cc1Cl (centres undefined)	-2%	-7%
COc1ccc(CCNC(=O)c2cc3c(=O)n(C)c4cc(Cl)ccc4c3s2)cc1OC	-8%	12%
Cc1cccc(CSc2cn(CC(=O)N3CCCCCC3)c3ccccc23)c1	-1%	-10%

Reprinted from the part before: three entries, followed by the next part.
SMILES	UDG counterscr	AID inhibitor
COc1cc(NC(=O)c2noc3c2CC(C)CC3)c(OC)cc1Cl (centres undefined)	-2%	-7%
COc1ccc(CCNC(=O)c2cc3c(=O)n(C)c4cc(Cl)ccc4c3s2)cc1OC	-8%	12%
Cc1cccc(CSc2cn(CC(=O)N3CCCCCC3)c3ccccc23)c1	-1%	-10%
CCOc1ccc(NC(=O)CCCc2nc(-c3cccc(OC)c3)no2)cc1	2%	16%
COc1ccc(NC(=O)C(c2ccc(OC)cc2)N(C)C(=O)Cc2cccs2)cc1 (centres undefined)	-6%	-15%
CC1CCCCN1Cc1c(O)ccc2c(=O)c(-c3ccccc3Cl)c(C(F)(F)F)oc12 (centres undefined)	7%	5%
O=C(NCc1ccccc1)c1ccc2cc[nH]c2c1	8%	6%
Cc1ccc(Cc2cc(C)ncc2C)c(C)c1	-1%	-3%
CCOc1cc(C(=O)N(c2cc(C)cc(C)c2)C2C=CS(=O)(=O)C2)cc(OCC)c1OCC (centres undefined)	3%	2%
COC(=O)C1CCN(c2csc3ccc(Cl)cc3c2=O)CC1	11%	4%
COc1ccccc1-c1c(C(F)(F)F)oc2cc(OCC(=O)OCC(C)C)ccc2c1=O	-7%	-7%
N#Cc1cc(F)c(NCc2ccc(F)cc2)c(F)c1	-9%	-13%
CN(/C=C/C(=O)C(F)(F)F)C1(c2ccccc2Cl)CCCCC1=O (centres undefined)	0%	-7%
Cc1ccc(OC(C)C(=O)Nc2ccc3nsnc3c2)cc1C (centres undefined)	-2%	29%
O=C(NC1CC(=O)N(c2ccccc2)C1)c1ccc(S(=O)(=O)N2CCCC2)cc1 (centres undefined)	-6%	?
CCOC(=O)c1sc(N2C(=O)c3oc4ccccc4c(=O)c3C2c2ccc(C(C)(C)C)cc2)nc1C (centres undefined)	9%[57.5 µM]	23%[57.5 µM]
CC1CCn2c(nc3cc(C(=O)N4CCN(c5ccccc5)CC4)ccc32)C1 (centres undefined)	-6%	-12%
CNS(=O)(=O)c1cc(NS(=O)(=O)c2cc(Cl)cc(Cl)c2)ccc1C	-1%	-1%
CC(C)Sc1ncc(Cl)c(C(=O)Nc2c(C(=O)Nc3ccccc3)oc3ccccc23)n1	-3%	5%
O=C(CSc1nc2nccnc2c(=O)n1CCc1c[nH]c2ccccc12)Nc1ccc(F)cc1	9%	5%
Cc1ccc(Cn2cnc3c(oc4ccccc43)c2=O)cc1	4%	-1%
CCOCCSc1nc2c(c(=O)[nH]c(=O)n2C)n1CCC(C)C	-1%	5%
CCOc1cc2c(cc1NC(=O)CCc1ccco1)OC(C)C2 (centres undefined)	-3%	-5%

Brought forward from above: two entries, followed by the next part.
SMILES	UDG counterscr	AID inhibitor
CCOCCSc1nc2c(c(=O)[nH]c(=O)n2C)n1CCC(C)C	-1%	5%
CCOc1cc2c(cc1NC(=O)CCc1ccco1)OC(C)C2 (centres undefined)	-3%	-5%
CCOC(=O)CSc1nc2c(c(=O)[nH]c(=O)n2C)n1Cc1ccccc1Cl	2%	-2%
O=C(O)c1ccc(/C=C/C(=O)c2ccco2)cc1	2%	3%
CC(C)(C)OC(=O)NC(C)(C)C(=O)NOCc1ccccc1	-2%	-8%
Cc1ccc(CCNC(=O)c2cnc3c(-c4ccc(F)cc4)c(C)nn3c2C)cc1	36%[activator]	1%
O=c1c2cc3c(cc2n(Cc2ccccc2)c(=O)n1Cc1nc(-c2ccccc2)no1)OCO3	-17%[57.5 µM]	2%
O=C(COc1ccc2ccc(=O)oc2c1)N1CCCc2ccccc21	9%	1%
COc1ccc(-c2nc3c(s2)CN(C(C(=O)O)c2c[nH]c4ccc(CO)cc24)CC3)cc1OC (centres undefined)	-1%	26%
O=C(CN1CCN(c2nc(-c3cccs3)nc3ccccc23)CC1)N1CCCC1	5%	-9%
COc1ccc(-c2onc(C)c2C)cc1S(=O)(=O)NCC(C)c1ccccc1 (centres undefined)	-6%	?
O=C(CSc1ccc2c(c1)OCCCO2)c1ccc2c(c1)CCO2	-3%	-8%
CCNC(=O)c1ccc(CSc2nc3ccncc3n2Cc2ccc(F)cc2)cc1	-8%	?
O=[N+]([O-])c1ccc2[nH]c3c(c2c1)CCC/C3=N\O	3%	-8%
CN1CCC(N(C)CC(NC(=O)c2cccc(C(F)(F)F)c2)c2ccccc2)CC1 (centres undefined)	4%	-2%
COc1ccc(C)cc1-n1c(SCC(=O)NCc2ccco2)nc2c([nH]c3ccccc32)c1=O	-5%	-8%
Cc1ccc(NC(=O)CC(c2ccc(F)cc2)N2Cc3ccccc3C2=O)cc1C (centres undefined)	2%[57.5 µM]	7%
CC(=O)N1N=C(c2cc(Cl)ccc2Cl)CC1c1ccc2nccnc2c1 (centres undefined)	-12%	-15%
O=S(=O)(NCCc1ncc2ccccn12)c1ccc(Cl)cc1	-4%	-5%
COc1ccc(C)cc1NC(=O)CN(C)S(=O)(=O)c1ccc2[nH]c(=O)oc2c1	-9%	-2%
CC1CCN(S(=O)(=O)c2cn(CC(=O)Nc3ccc(F)cc3Cl)cn2)CC1	3%	-2%
COc1cccc(-c2nc(SCC(=O)NCc3ccccc3)c3c(=O)n(C)c(=O)n(C)c3n2)c1	4%	3%
NS(=O)(=O)c1ccc(NC(=S)Nc2ccccc2)cc1	1%	-4%
Oc1ccc(-c2nc3ccc(Cl)cn3c2Nc2ccc3c(c2)OCO3)cc1	4%&-12%	5%&0%
Cc1cc(C(=O)CSc2n[nH]c(C(C)C)n2)c(C)n1C1CC1	1%	9%
Cc1sc(/N=C/c2ccc(C(C)(C)C)cc2)c(C#N)c1C	-7%	-5%
CCCCc1nc(SCC(=O)Nc2ccc(S(N)(=O)=O)cc2)n[nH]1	3%	8%
CCC1CCCCN1C(=O)C1=CC(c2ccc(OC)cc2)=NS(=O)(=O)N1C (centres undefined)	-8%	-7%
O=C(Nc1ccc2oc(-c3cccnc3)nc2c1)c1ccc(Cl)cc1	0%	-26%
O=C1OC(C(=O)Nc2ccc(Cl)c(C(F)(F)F)c2)Cc2ccccc21 (centres undefined)	0%	20%
COC(=O)c1sc(NC(=O)c2csc3ccccc23)nc1C	0%	0%
COc1ccc(OC)c(NC(=O)C2CCCN(S(=O)(=O)c3ccc4c(c3)CCCC(=O)N4)C2)c1 (centres undefined)	5%	87%[activator]
CCOc1ccc2ncc(S(=O)(=O)c3ccccc3)c(N3CCCCC3)c2c1	-11%	-28%
COc1ccc(S(=O)(=O)c2c(Nc3ccc(F)cc3)sc(C(=O)c3ccc(C)cc3C)c2N)cc1	-4%	7%
O=[N+]([O-])c1ccc(N2CCN(CCO)CC2)c2ncccc12	7%	0%
COc1ccc(S(=O)(=O)NC(C)(C)C)cc1-c1nnc2c3ccccc3c(C)nn12	1%	-15%
COC(=O)c1ccccc1NC(=O)Cn1c(=O)nc(-c2ccccc2)c2cc(Cl)ccc21	-2%	6%
O=C(Cc1cccc(F)c1)NCc1ccnc(OCc2ccccc2)c1	-2%	-6%
COc1ccc(-c2nc3cc(NC(C)=O)ccc3o2)cc1OC	-4%	-3%
COc1cccc(CNC(=O)Cc2c(C)c3cc4c(C)coc4cc3oc2=O)c1	6%	9%
Cc1ccc(C(=O)C(C)OC(=O)c2cc3ccccc3oc2=O)cc1 (centres undefined)	-6%	2%
COc1ccc(C(C)=O)cc1CO/N=C/c1ccc(OC(F)F)c(OC)c1	-12%	-9%
CCc1ccc(N/C(N)=N/c2nc(C)cc(C)n2)cc1	-2%	-12%

Look-ups from the results shown.
`Cc1cccc(N2CCN(C(=O)C3CCN(Cc4nc(-c5ccc(Cl)cc5)oc4C)CC3)CC2)c1C` in UDG counterscr reads 1%[57.5 µM]
`CC1CCCCN1Cc1c(O)ccc2c(=O)c(-c3ccccc3Cl)c(C(F)(F)F)oc12` (centres undefined) in UDG counterscr reads 7%
